D2 agonist: activates the human D2 dopamine receptor. HEK293 T-REx D2 cells, calcium flux agonist mode. activation, % at 2 µM. actives 0.53% (n = 340,000);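 active = activation over 3 SD above normal in the single-dose calcium agonist read, cut at about 30% in these data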; note: 0% is about no effect
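In this primary screen, compounds producing a positive calcium signal within 180 s of addition to tetracycline-induced, force-coupled HEK293 Trex D2 cells are flagged; cells are dye-loaded with a no-wash calcium kit beforehand.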
D1 ag: activates the human D1 dopamine receptor; HEK293 T-REx D1 cells, calcium flux, agonist mode; P21728; AID 504660; actives 1% (n = 360,000); activation, % at 2 µM; note: 0% is about no effect
Target sequence (P21728 whole entry, looked up): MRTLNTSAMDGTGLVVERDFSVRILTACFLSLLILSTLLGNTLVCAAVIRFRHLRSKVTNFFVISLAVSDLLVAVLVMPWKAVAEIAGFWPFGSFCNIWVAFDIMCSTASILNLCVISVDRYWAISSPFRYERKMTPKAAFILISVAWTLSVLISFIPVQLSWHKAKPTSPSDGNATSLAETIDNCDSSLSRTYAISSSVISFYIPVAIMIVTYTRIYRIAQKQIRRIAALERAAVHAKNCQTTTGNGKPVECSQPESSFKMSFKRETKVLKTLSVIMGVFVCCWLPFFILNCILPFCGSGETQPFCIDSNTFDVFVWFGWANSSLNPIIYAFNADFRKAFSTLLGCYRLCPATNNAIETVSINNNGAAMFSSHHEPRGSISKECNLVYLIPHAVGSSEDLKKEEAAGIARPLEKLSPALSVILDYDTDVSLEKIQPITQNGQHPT
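Agonism was scored from calcium flux recorded over 180 s (1 read/s) after pintool compound addition, following a 10-cycle baseline. Cells were inducible force-coupled HEK293 TREx D1, plated overnight at 30 C and loaded with no-wash calcium dye.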
TRHR ag: TRH receptor (human) agonism; TRHR cells, calcium flux fluo-8, FDSS agonist mode; actives 0.18% (n = 360,000); activation, % at 2 µM; P34981; note: 0% is about no effect
Target sequence (P34981 whole entry, looked up): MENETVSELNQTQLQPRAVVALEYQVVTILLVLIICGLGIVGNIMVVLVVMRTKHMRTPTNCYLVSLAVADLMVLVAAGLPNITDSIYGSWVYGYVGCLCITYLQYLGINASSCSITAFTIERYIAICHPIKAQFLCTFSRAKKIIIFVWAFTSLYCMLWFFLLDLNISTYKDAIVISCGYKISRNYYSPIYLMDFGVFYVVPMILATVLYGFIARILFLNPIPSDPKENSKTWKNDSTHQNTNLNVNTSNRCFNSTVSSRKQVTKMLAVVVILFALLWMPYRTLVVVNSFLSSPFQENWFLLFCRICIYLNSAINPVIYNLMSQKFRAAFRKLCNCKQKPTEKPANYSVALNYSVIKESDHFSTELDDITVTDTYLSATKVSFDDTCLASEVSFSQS
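In this calcium-flux screen, cells bearing human TRHR are dye-loaded with fluo-8, baselined for 10 cycles, then exposed to library compounds; positive kinetic calcium responses during the agonist phase mark hits, with TRH as control.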
D2 antagonist: antagonizes the human D2 dopamine receptor; AID 485344; inhibition, % at 10 µM; actives 2% (n = 340,000); P14416; HEK293 TREx D2 cells, calcium flux, dopamine EC80; in the data active = inhibition above about 30%; note: 0% is about no effect
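In this primary screen, negative modulation is detected by tracking calcium flux after an EC80 dopamine challenge in inducible HEK293 T-REx D2 cells preexposed to test compound for 180 s.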
D1 potentiator: enhances dopamine response at the human D1 receptor; HEK293 TREx D1 cells, calcium flux, dopamine EC20 potentiation; potentiation, % at 10 µM; actives 0.036% (n = 360,000); in the data active = potentiation above about 30%; note: 0% is about no effect
D1 antagonist: antagonists of human D1 dopamine receptor; P21728; HEK293 TREx D1 cells, calcium flux, dopamine EC80; stronger effect = lower value; activity change, negative = inhibition, % at 10 µM; actives 3.2% (n = 360,000); AID 504652; in the data active = activity change below about -30%; note: % is set by controls: 0 for no effect and ±100 for the full control effect
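After overnight tetracycline induction at 30 C, force-coupled D1 HEK293 cells took up a no-wash calcium dye at room temperature. Compounds were added and monitored 180 s, and the response to EC80 dopamine was then recorded.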
D2 PAM: positively modulates the human D2 dopamine receptor allosterically | actives 0.34% (n = 340,000) | potentiation, % at 10 µM | AID 485347 | HEK293 T-REx D2, calcium flux, EC20 dopamine potentiation;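 active = potentiation over 3 SD above the plate norm, cut at about 30% in these data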; note: 0% is about no effect
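Potentiation of an EC20 dopamine calcium response measured kinetically over 180 s, after a preceding 180 s compound-only read flagging agonists. Cells: inducible Hek293 Trex D2 line, 4000/well, cultured overnight at 30 C before dye loading.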
RXFP1 antagonist: blocks the human relaxin receptor RXFP1; Q9HBX9; HEK293-RXFP1, relaxin-stimulated cAMP HTRF, 30 min; stronger effect = lower value; activity change, negative = inhibition, % at 57.5 µM; actives 0.59% (n = 350,000);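 active = activity change of -60% or lower, but not beyond a set lower limit; inconclusive = change between -60% and -40%, or beyond the set limit; inactive = change above -40%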; note: % is set by controls: 0 for no effect and ±100 for the full control effect
TRHR enhancer: allosterically enhances the human TRH receptor; P34981; TRHR cells, fluo-8 calcium fluorescence, EC20 TRH enhancement; enhancement, % at 2 µM; actives 0.66% (n = 360,000); AID 493056; in the data active = enhancement above about 30%; note: 0% is about no effect
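TRHR-expressing cells loaded with fluo-8 calcium dye were read kinetically (ex 480/em 530) during compound addition, then stimulated with an EC20 of TRH (10 nM final). Enhancement of the Gq-mediated intracellular calcium response was scored.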
* marks the source's active call; other numbers are inactive results; ? = inconclusive; . = no result given; & = joins results of further samples. Cut-off read from the data, not from the text of the source, unless noted: active = activation above about 30%; inactive = the rest.

SMILES	D2 agonist	D1 ag	TRHR ag	D2 antagonist	D1 potentiator	D1 antagonist	D2 PAM	RXFP1 antagonist	TRHR enhancer
C=CCSc1nc(C)c(CC(=O)OCCCC)c(=O)[nH]1	-0.1	0	0.3	-6	0	0	26	-3	-3
Cc1cc(C)cc(NC(=O)CSc2nc3ncccc3[nH]2)c1	-1.8	3	-0.6	.	6	-5	-2	-2	0
CCN(CC)c1ccc(NC(=O)c2ccccc2OCC(=O)OC)cc1	-0.4	0	-1.1	7	1	14	10	-4	-1
O=S(=O)(c1cccs1)N1CN(Cc2ccc(Cl)cc2)c2nc3ccccc3nc21	0.3	4	-0.3	-3	2	6	-5	-3	3
CCC(=O)Nc1ccccc1C(=O)C(=O)Nc1ccccc1	-0.4	1	1.1	-1	-2	-1	2	7	-4
Cc1ccc(Nc2nc(N)nc(CSc3nncn3C)n2)cc1	-0.2	2	0.0	4	0	15	4	-9	8
Cc1ccc(Cl)cc1N1CCN(C(=O)Cc2c(C(=O)O)[nH]c3ccccc23)CC1	-0.4	2	0.3	7	-4	-1	7	-20	2
Cn1cc(S(=O)(=O)N2CCCCCC2)cc1C(=O)NCc1ccccc1Cl	.	6	0.3	.	-2	-20	5	.	0
O=C(COc1ccccc1F)Nc1ccccc1OCc1cc(=O)n2ccccc2n1	.	1	0.0	.	-1	-30	7	14	-5
N#Cc1c(NC(=O)c2ccc([N+](=O)[O-])o2)sc2c1CCC2	1.8	17	1.9	-3	-4	-7	0	6	7
C/C(CC(=O)Nc1ccc(OCc2ccccc2)cc1)=N\NC(=O)C(=O)Nc1ccc(C)c(Cl)c1	0.7	10	0.3	-3	-11	-14	1	3	-7
Cc1cccc(C(=O)OCC(=O)N2CCCC2=O)c1O	0.1	11	-0.2	-9	.	6	3	-2	9
ClCC1CN(Cc2ccccc2Cl)CCO1 (configuration not stated)	0.0	0	-0.7	3	-1	-1	24	-1	2
CCOC(=O)N/N=C\c1ccc(OC/C=C/c2ccccc2)c(OC)c1	-2.0	2	-0.4	16	-8	9	-1	-9	-6
Cc1ccc(C(=O)CC(=O)c2cccc(F)c2)c(O)c1	-0.4	4	0.1	0	-3	5	-1	-18	16
Cn1cc(CN2CCCC(C(=O)c3ccc(-c4ccccc4)cc3)C2)cn1 (configuration not stated)	0.6	10	1.3	-3	-6	1	3	-4	1
Cc1[nH]c2ccc(C(=O)N3CCN(c4cccc(Cl)c4)CC3)cc2c1C	0.5	7	0.6	-4	-7	-24	-11	-6	5
Cc1cc(=O)n2nc(N3CCCC(C(=O)N4CCOCC4)C3)sc2n1 (configuration not stated)	-0.2	2	0.8	14	6	25	-5	-7	1
COc1cc(-c2nc(CN3CCN(C(=O)c4ccco4)CC3)c(C)o2)ccc1F	27	1	-0.4	-6	-10	-16	10	6	-4
O=C(Nc1ccccc1Br)c1ccc(N2CCCC2=O)cc1	0.0	1	0.0	-1	2	1	-5	-2	-1
CCOc1ccc(N2CC(C(=O)Nc3nnc(C4CCCCC4)s3)CC2=O)cc1 (configuration not stated)	2.1	4	1.0	-16	.	3	3	-2	5
Cc1ccc(S(=O)(=O)N(CC(O)CN(C)C)c2ccccc2)cc1 (configuration not stated)	0.5	3	0.0	2	-1	-3	-5	2	-3
O=C(Cc1ccc(F)cc1)Nc1cccc(S(=O)(=O)N2CCCC2)c1	-0.6	6	-0.2	2	0	-5	-8	4	7
Cc1c(NC(=O)c2cccs2)cccc1-c1nc2cc(Cl)ccc2o1	0.1	4	0.8	.	0	-19	14	-11	7
CN(C)c1cc(-c2ccc(Cl)cc2Cl)oc(=O)c1Cl	-2.3	7	-1.8	14	8	-3	4	7	-5

Next part
SMILES	D2 agonist	D1 ag	TRHR ag	D2 antagonist	D1 potentiator	D1 antagonist	D2 PAM	RXFP1 antagonist	TRHR enhancer
Cc1cc(N2CCC(C)CC2)c(F)cc1[N+](=O)[O-]	0.3	-1	-1.4	17	-2	6	-2	-2	-9
Cn1nccc1C(=O)N1CCCC(N2CCN(Cc3ccc4c(c3)OCO4)CC2)C1 (configuration not stated)	9.0	-1	-0.2	1	2	21	-11	-9	8
Cc1ccc(CSC2=NC(C)(C)Nc3ccccc32)c(C)c1	0.1	5	-1.0	.	1	6	3	-2	19
COc1cc(-c2nc3sccn3c2Nc2cccc(C)c2)ccc1O	-1.2	-1	-1.9	.	2	-19	-1	-21	-2
Cc1cccc(CCNC(=O)C2CCC(CNS(=O)(=O)c3cccs3)CC2)c1 (configuration not stated)	-1.0	0	-1.7	17	-4	5	-7	-3	-6
CC(C)C(O)(CC#CCN1CCCC1)c1ccccc1 (configuration not stated)	0.2	5	0.4	-15	5	2	-1	3	-2
COc1ccc(CC(=O)NCc2ccc3c(c2)CCN3C(=O)c2ccc(Cl)cc2)cc1OC	-5.5	6	-0.8	.	-4	-7	-10	-9	0
CN1CCN(C(=S)SCC(=O)Nc2nc(-c3ccccc3)c(-c3ccccc3)o2)CC1	0.9	12	0.1	-7	-1	6	-16	-16	-1
Cc1ccc(C(=O)c2ccccc2C(=O)O)c(O)c1	-0.4	1	0.3	7	-3	-13	-13	-6	-1
OC(CN1CCNCC1)Cn1ccc2ccccc21 (configuration not stated)	1.2	7	0.4	-10	-4	-4	-7	.	0
COc1ccc(CCNC(=O)CSc2ccc(-c3cccs3)nn2)cc1	-0.3	1	3.0	6	-8	-28	-1	-6	-6
Cc1ccc(C)c(Cn2c(=O)n(Cc3ccc4c(c3)OCO4)c(=O)c3oc4ccccc4c32)c1	.	0	0.1	.	1	12	-2	11	-1
O=[N+]([O-])c1cc(C(F)(F)F)ccc1NCC1CCCO1 (configuration not stated)	-0.4	3	0.1	7	-4	-19	-13	-2	0
O=C(NC(=S)Nc1ccc(S(=O)(=O)N2CCCCC2)cc1)c1ccc(Cl)cc1	0.5	6	-0.7	6	0	-1	0	-11	-4
C/C(=N\NC(=O)CC#N)c1cc2ccccc2oc1=O	-0.8	3	-0.6	-8	0	-4	3	.	2
CSc1ccccc1OCc1cc(C(=O)NC(C)c2cnn(C)c2)no1 (configuration not stated)	-0.7	0	1.2	-2	2	-13	-7	-13	6
Cc1nc(CC(=O)N2CCN(S(=O)(=O)c3ccccc3C#N)CC2)cs1	1.4	0	0.3	-1	-5	8	4	11	5
O=C(O)c1cccc(NC(=O)c2ccc3c(c2)C(=O)N(Cc2ccco2)C3=O)c1	-2.1	0	-0.7	6	-5	4	-4	0	-3
COc1ccccc1CCNC(=O)c1ccc2c(c1)c(C)c(C)n2C	0.1	2	-0.3	.	-4	-4	.	-23	-2
COCc1cc(C(C)=O)ccc1OCC(=O)Nc1ccc(NC(C)=O)cc1	0.2	1	0.4	-17	-3	7	11	-10	-3
O=C(c1cccc(C(F)(F)F)c1)C1CCCN(C(=O)CCn2cnnn2)C1 (configuration not stated)	-0.4	1	0.7	-4	1	-8	-7	-4	6
CCC(Oc1ccccc1)C(=O)Nc1cc(-c2cccc(C)c2)nn1-c1ccccc1 (configuration not stated)	.	8	1.5	.	0	2	13	.	8
CC(NC(=O)COc1ccc(-c2ccccc2)cc1)C1CCCO1 (configuration not stated)	-0.1	13	-0.4	-5	-7	-25	15	-4	16
Cc1ccc(-c2nc3ccccc3c(=O)n2O)cc1	-0.4	7	-1.5	-11	7	1	22	0	7
CC1=C(C(=O)Nc2cc(C)ccc2C)C2(CCCCCC2)OC1=O	-0.7	-2	1.3	.	-1	7	-8	-22	12

Copied from the list:
In D1 ag, CC1=C(C(=O)Nc2cc(C)ccc2C)C2(CCCCCC2)OC1=O has -2
In RXFP1 antagonist, COc1ccccc1CCNC(=O)c1ccc2c(c1)c(C)c(C)n2C has -23

(more compounds)
SMILES	D2 agonist	D1 ag	TRHR ag	D2 antagonist	D1 potentiator	D1 antagonist	D2 PAM	RXFP1 antagonist	TRHR enhancer
CCOC(=O)CCP(=O)(O)C(O)c1ccc(OC)cc1 (configuration not stated)	0.7	1	1.5	20	-3	-1	10	12	-1
CCOc1ccc(NC2=C(Cl)C(=O)N(Cc3ccccc3)C2=O)cc1	-0.8	4	-0.5	-8	-8	-30*	6	5	3
Cc1ccc(C)c(NC(=O)CCc2c(C)nn(-c3ccc(N4CCCC4)nn3)c2C)c1	-0.8	0	0.1	.	-5	-6	12	9	1
CN(C)CCNC(=O)c1ccc(Sc2ccc(Br)cc2)c([N+](=O)[O-])c1	0.8	20	1.3	12	-5	4	-12	-28	2
CCOc1ccc2nc(SCC(=O)NCc3ccc(OC)c(OC)c3)[nH]c2c1	0.6	4	-1.1	-10	10	-2	6	-7	3
Cc1ccc(CNC(=O)c2ccc3c(c2)nc(C)n3-c2cccc(F)c2)cc1	0.1	-5	-0.4	.	-1	1	14	-3	15
COC(=O)c1c(C(=O)OC)c2cc(C(=O)c3ccccc3)ccn2c1Cl	0.2	0	-1.2	3	-6	5	47*	-10	-2
O=C(CSc1ccsc1[N+](=O)[O-])N1CCN(c2ccccc2)CC1	-0.5	0	-0.6	-2	-10	-31*	-15	-8	0
Fc1ccc(-n2ncc3c(Nc4ccc(Oc5ccccc5)cc4)ncnc32)cc1	-0.5	0	0.2	.	-2	-8	-6	-1	-3
O=C(CCCCCn1c(=S)[nH]c2ccc(N3CCOCC3)cc2c1=O)NCCc1ccccc1	-1.2	0	1.0	5	-2	-14	7	?	1
CN(C=C1C(=O)CC(C)(C)CC1=O)CCN1CCNCC1	2.4	3	0.4	-1	3	2	-7	3	-6
Cc1nn(-c2ccccc2)c(N2CCCC2)c1/C=N/O	-0.3	-2	0.0	9	-4	2	-11	-9	2
CCN(Cc1ccccc1)C(=O)Cn1c(=O)n(Cc2ccccc2)c(=O)c2c1c1cc(OC)ccc1n2C	0.2	1	0.0	.	1	-5	-15	.	6
O=C(CCNC(=O)c1ccc([N+](=O)[O-])cc1)Nc1cccc(S(=O)(=O)N2CCCCC2)c1	-2.0	4	-0.1	6	-3	3	-3	-7	-6
O=S(=O)(Nc1ccc(-n2cccc2)cc1)c1ccc(Cl)c(Cl)c1	1.4	1	-0.4	-9	-8	-5	-6	-21	1
CCOC(=O)n1c(=O)oc2cc(S(=O)(=O)N3CCOCC3)ccc21	-0.3	2	0.4	1	-2	-19	-2	10	12
COc1ccc(-c2nc(-c3ccc(Br)cc3)no2)c(OC)c1	0.3	1	0.4	0	-7	1	9	-32	0
COc1ccc(/C=C/c2nnc(NC(=O)CSc3ccc(C)cc3)s2)cc1	.	10	1.3	.	5	22	.	4	6
CCCN1/C(=C(/C#N)C2=NS(=O)(=O)c3ccccc32)N(C)c2ccccc21	0.5	3	0.3	10	-4	5	0	-18	8
O=C(Nc1cccs1)Nc1ccc(F)cc1F	-0.2&-0.2	0&16	-0.5&0.5	0	0&-6	-7&-1	0&-7	-5&-9	1&-5
CCN(Cc1nc(-c2ccc(OC)c(OC)c2)no1)C(=O)c1ccoc1C	-1.4	3	-0.5	3	-6	-3	10	-5	-3

3 compounds out of the list above, ordered by their value in D1 antagonist, largest number first.
structure	D1 antagonist
CCCN1/C(=C(/C#N)C2=NS(=O)(=O)c3ccccc32)N(C)c2ccccc21	5
Cc1nn(-c2ccccc2)c(N2CCCC2)c1/C=N/O	2
Cc1ccc(CNC(=O)c2ccc3c(c2)nc(C)n3-c2cccc(F)c2)cc1	1
